# From PubChem
# pAkt inh – Akt phosphorylation inhibition; Neuro2A IGF-stimulated pAkt S473 HTRF, 20 min; active compounds read low; activity change, % for hits at 50 µM; hit rate 0.32% among 360,000; AID 651550; in the data active means activity change below about -80%; inconclusive means mostly about -51% to -80%; further: on the % scale 0 is the no-effect control and ±100 the full control effect
#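 Single-point screen (50 µM final compound) in Neuro2A cells stimulated 20 min with 6 nM IGF at 37 deg C. After lysis, Ser473-phosphorylated Akt read by HTRF (ex 330 nm, em 615/665 nm) as the 665/615 ratio.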
# D3 ag – D3 dopamine receptor (human) agonism | D3R DiscoveRx beta-arrestin cells, luminescence, 90 min | max activation, % | hit rate 0.58% among 410,000; in the data active means max activation above about 30%; further: 0% is about no effect; mostly tested at two doses, the higher about 12 µM
#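 Cells at 1500/well, incubated overnight, then treated with pinned compounds (dopamine as control) for 90 min at 37 degrees C. DiscoveRx reagent added for 30 - 60 minutes at room temperature; luminescence read.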
# D3 antag – D3 dopamine receptor (human) antagonism. P35462. D3R cells, DiscoveRx beta-arrestin luminescence, antagonist mode; active compounds read low. max response, negative = inhibition, %. hit rate 2.5% among 360,000; in the data active means max response below about -50%; inconclusive means no clear call, values can overlap the other calls; further: on the % scale 0 is the no-effect control and ±100 the full control effect; mostly tested at two doses, the higher about 12 µM
#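 Cells expressing the human receptor were seeded at 1500 cells/well, incubated overnight at 37 degrees C in 5% CO2, then exposed to library compounds with dopamine controls for 90 minutes at 37 degrees C before luminescent detection.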
# EPAC2 ag – agonists of human EPAC2 (RAPGEF4); EPAC2 activation, biochemical qHTS; response scale: 100% = 6.5 mM cAMP response; Q8WZA2; hit rate 0.079% among 360,000; Potency, µM (doses to about 154 µM), for the others: top-dose activation, actives largely listed as activators; further: potency means the concentration at half of the fitted maximal effect; nearly all actives have a fitted effect of over 50% in size
# Target sequence (Q8WZA2 whole entry, looked up): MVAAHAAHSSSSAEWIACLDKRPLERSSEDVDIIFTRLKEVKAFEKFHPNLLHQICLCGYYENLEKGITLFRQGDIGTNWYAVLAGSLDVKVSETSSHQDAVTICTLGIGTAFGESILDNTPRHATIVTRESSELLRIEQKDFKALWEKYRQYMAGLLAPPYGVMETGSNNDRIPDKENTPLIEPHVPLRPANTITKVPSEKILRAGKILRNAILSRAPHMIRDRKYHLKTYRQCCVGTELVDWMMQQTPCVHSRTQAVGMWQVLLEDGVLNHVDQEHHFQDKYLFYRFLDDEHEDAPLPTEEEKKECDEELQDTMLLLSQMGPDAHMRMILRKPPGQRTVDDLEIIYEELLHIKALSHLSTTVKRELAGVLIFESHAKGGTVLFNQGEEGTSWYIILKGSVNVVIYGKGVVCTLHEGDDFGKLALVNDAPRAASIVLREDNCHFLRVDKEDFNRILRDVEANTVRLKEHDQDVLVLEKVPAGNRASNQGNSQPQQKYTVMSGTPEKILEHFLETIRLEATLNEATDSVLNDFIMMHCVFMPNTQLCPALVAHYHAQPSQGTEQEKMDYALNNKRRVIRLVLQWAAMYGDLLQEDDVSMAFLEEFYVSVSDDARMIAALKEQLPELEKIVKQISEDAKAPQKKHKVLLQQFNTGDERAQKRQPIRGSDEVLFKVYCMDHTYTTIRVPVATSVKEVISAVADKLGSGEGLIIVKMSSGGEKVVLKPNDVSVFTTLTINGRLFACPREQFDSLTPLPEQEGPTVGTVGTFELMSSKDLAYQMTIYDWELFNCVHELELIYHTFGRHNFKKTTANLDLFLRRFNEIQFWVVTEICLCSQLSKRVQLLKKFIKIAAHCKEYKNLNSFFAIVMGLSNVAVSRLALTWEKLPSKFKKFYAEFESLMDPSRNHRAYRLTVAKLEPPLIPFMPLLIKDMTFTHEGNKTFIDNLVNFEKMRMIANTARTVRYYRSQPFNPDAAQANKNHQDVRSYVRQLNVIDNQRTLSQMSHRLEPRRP
#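 Readout is BODIPY fluorescence (480 nm excitation, 540 nm emission), which falls as labeled GDP is exchanged off Rap1B. EPAC2 at 100 nM acted on 250 nM RAP1B-BODIPY-GDP with 50 uM GDP present.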
# CCT chaperon mod – cytosolic chaperonin activity modulation. purified chaperonin ATPase assay, HTRF ADP detection, 30 min. activity change, % (concentration not given with the values), hits read low. hit rate 0.3% among 360,000. AID 651819; in the data active means activity change below about -30%; further: on the % scale 0 is the no-effect control and ±100 the full control effect
#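 First, chaperonin was dispensed at 40 nM or 20 nM final depending on batch activity. Next, compounds were pinned at 76 uM and ATP added at 10 uM. After 30 min at 37 °C, ADP detection reagents ran 30 min at ambient temperature.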
# PTHR1 agonist – PTHR1 (human) receptor agonism; Q03431; HEK293 GP2 PTHR1 cells, GloSensor cAMP luminescence, 1 h; Potency, µM (doses to about 115 µM), for inactives: at the highest dose activation, hits mostly activators; hit rate 0.075% among 410,000; AID 743266; further: potency means the concentration at half of the fitted maximal effect; nearly all actives have a fitted effect of over 55% in size; some results filed as inactive show a strong effect at the top dose; inactives centre near -15; many of its hits are not listed in these tables
#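 HEK-293-derived GP2 cells expressing PTHR1 and a GloSensor cAMP reporter, 3,000/well, plated overnight, given luciferin plus IBMX (each 0.5 mM as added) for 1 h at 37 °C, then compound for 1 h at 37 °C. Luminescence was read after 15 min at room temperature.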
# EPAC2 antagonist – EPAC2 (human) antagonism. Potency, µM (highest dose often 114 µM), inactives show top-dose activity, negative = inhibition, actives largely listed as inhibitors. AID 720708. EPAC2 GEF exchange of Rap1B-BODIPY-GDP, fluorescence. Q8WZA2. hit rate 0.18% among 360,000; further: potency means the concentration at half of the fitted maximal effect; on the % scale 0 is the no-effect control and ±100 the full control effect; nearly all actives have a fitted effect of over 45% in size; many of its hits are not listed in these tables
# Mm-Cpn inhibitor – inhibitors of Methanococcus maripaludis chaperonin (MmCpn). AID 504842. hit rate 0.031% among 330,000. purified Mm-Cpn ATPase, ADP Transcreener TR-FRET. Potency, µM (titrated, usually from 76.9 µM), without a hit: at the top dose activity, negative = inhibition, most hits filed as inhibitors; further: potency means the concentration at half of the fitted maximal effect; on the % scale 0 is the no-effect control and ±100 the full control effect; nearly all actives have a fitted effect of over 80% in size
#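 Measured: ADP formation by purified Mm-CPN. Conditions: 25 nM protein, 10 uM ATP, Tris pH 7.4 with Mg2+, K+ and DTT, 37°C for 30 min. Detection: Transcreener HTRF after 30 min at room temperature.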
# * marks the source's active call; other numbers are inactive results; i = inactive; ? = inconclusive; nt = not tested or not shown; [ ] = remark or other dose. Unless noted, the call rests on the fitted dose curve; in most records, active means well fitted curve in the direction sought with a large enough effect; inconclusive means small, poorly fitted or top-dose-only effect, or another doubt; inactive means no such curve, though single readings can be large; an effect the other way counts as inactive or inconclusive. The list is partial; the hit share may differ from the screen's.
SMILES,pAkt inh,D3 ag,D3 antag,EPAC2 ag,CCT chaperon mod,PTHR1 agonist,EPAC2 antagonist,Mm-Cpn inhibitor
O=C(NCc1ccc(F)cc1)C1CCCN(S(=O)(=O)c2ccc(-n3cnnn3)cc2)C1 (configuration not stated),i,-4,-9,-2%,0.0,0%,5%,-3%
Cc1ccc(N=C(NO)c2nonc2N)cc1,i,-6,18,7%,-3.1,i,2%,1%
CCC(=O)Nc1ccc(/C(C)=N/NC(=O)c2c(Br)c(C)nn2C)cc1,i,5,-8,14%,-2.5,5%,-7%,-2%
CN(CC(=O)Nc1ccc(Cl)c(C(F)(F)F)c1)C(=O)c1cc(=O)c2ccccc2o1,i,-3,-8,-3%,2.0,-2%,15%,2%
Cc1cccc(NC(=O)CSCC(=O)NCc2cccc(C(F)(F)F)c2)c1,i,3,7,-6%,0.2,i,0%,0%
O=C(NCC(c1cccnc1)N1CCN(c2ccccc2)CC1)c1ccc2c(c1)OCO2 (configuration not stated),i,-3,0,-9%,-2.0,-22%[57.5 µM],8%,1%
Cc1cccc(C)c1NC(=S)NCCc1ccccn1,i,2,7,-4%,-2.5,-17%,7%,0%
Cc1nnc(NC(=O)c2ccc(Br)o2)s1,i,1,10,2%,-2.2,i,5%,0%
COc1ccc(C(C)=O)cc1CSC(=N)N,i,-5,-54*,7%,0.2,-6%,5%,-2%
CCOc1ccc(-c2nnc3ccc(SCC(=O)Nc4nc5ccc(C)cc5s4)nn23)cc1,i,5,3,15%,2.1,-44%[inhibitor],5%,1%
O=C(NCCCn1ccnc1)/C(=C\c1cccs1)NC(=O)c1ccco1,i,3,-1,-1%,-2.9,-3%,7%,1%
COc1ccc2cc(N3CCCC3=O)ccc2c1,i,-2,-5,4%,0.6,-24%,-2%,nt
O=C(c1cccs1)N1CCc2ccccc21,i,-16,?,0%,-8.5,-22%,10%,0%
CCc1noc(C)c1C(=O)Nc1cccc(S(=O)(=O)N(C)c2ccccc2)c1,i,-14,?,10%,-0.2,-48%[inhibitor],-9%,-3%
O=C(NCCCn1ccnc1)/C(=C/c1ccc(Cl)cc1)NC(=O)c1ccccc1,i,-10,3,-3%,-2.6,i,0%,1%
COC(C(=O)N/N=C/c1ccc(OCC(=O)N2CCOCC2)cc1)c1ccccc1 (configuration not stated),i,4,0,4%,-1.8,-4%,3%,2%
O=C(NCC1(c2ccccc2)CCCC1)C(=O)NCC1(c2ccccc2)CCCC1,i,-5,-21,2%,2.4,i,8%,-2%
COc1ccc(C(=O)CCc2ccccc2O)c(OC)c1,i,4,2,-3%,0.1,-36%,?,-1%
O=C(CCCn1c(=O)[nH]c2ccsc2c1=O)NC1CCCCC1,i,1,7,9%,0.4,i,16%,0%
N/C(=N\NS(=O)(=O)c1ccccc1Cl)c1ccccn1,i,7,5,3%,0.0,i,7%,nt
Cc1ccccc1Cn1c(C)cc(C)c(C#N)c1=O,i,2,0,6%,-5.5,i,-3%,-1%
O=C(Nc1c(F)cc(F)cc1Br)c1cc2nc(C(F)F)cc(C(F)F)n2n1,i,11,-25,13%,2.0,-15%,0%,0%
O=C(c1ccc2c(c1)C(=O)N(c1ccc(Cl)cc1)C2=O)N1CCN(c2ccccn2)CC1,-121%*,-2,6,-2%,-0.7,i,-1%,nt
OCCC1CN(Cc2ccc(-c3ccco3)cc2)CCN1Cc1ccsc1 (configuration not stated),i,-22,-27,-2%,-0.9,i,-5%,-1%
Clc1ncnc2scc(C3COc4ccccc4O3)c12 (configuration not stated),i,1,?,16%,0.3,-19%,-4%,0%

# 3 records drawn at random from those above:
SMILES,pAkt inh,D3 ag,D3 antag,EPAC2 ag,CCT chaperon mod,PTHR1 agonist,EPAC2 antagonist,Mm-Cpn inhibitor
Cc1cccc(NC(=O)CSCC(=O)NCc2cccc(C(F)(F)F)c2)c1,i,3,7,-6%,0.2,i,0%,0%
O=C(NCCCn1ccnc1)/C(=C/c1ccc(Cl)cc1)NC(=O)c1ccccc1,i,-10,3,-3%,-2.6,i,0%,1%
O=C(Nc1c(F)cc(F)cc1Br)c1cc2nc(C(F)F)cc(C(F)F)n2n1,i,11,-25,13%,2.0,-15%,0%,0%

# Back to the main list, repeating the five entries before the break.
SMILES,pAkt inh,D3 ag,D3 antag,EPAC2 ag,CCT chaperon mod,PTHR1 agonist,EPAC2 antagonist,Mm-Cpn inhibitor
Cc1ccccc1Cn1c(C)cc(C)c(C#N)c1=O,i,2,0,6%,-5.5,i,-3%,-1%
O=C(Nc1c(F)cc(F)cc1Br)c1cc2nc(C(F)F)cc(C(F)F)n2n1,i,11,-25,13%,2.0,-15%,0%,0%
O=C(c1ccc2c(c1)C(=O)N(c1ccc(Cl)cc1)C2=O)N1CCN(c2ccccn2)CC1,-121%*,-2,6,-2%,-0.7,i,-1%,nt
OCCC1CN(Cc2ccc(-c3ccco3)cc2)CCN1Cc1ccsc1 (configuration not stated),i,-22,-27,-2%,-0.9,i,-5%,-1%
Clc1ncnc2scc(C3COc4ccccc4O3)c12 (configuration not stated),i,1,?,16%,0.3,-19%,-4%,0%
Cc1cc(/C=C2/SC(=O)N(CC(=O)OC(C)C)C2=O)c(C)n1C,i,30*,17,8%,-0.9,-11%,0%,-1%
CC(C)(C)NC(=O)NC(=O)CN1CCN(Cc2ccccc2)CC1,i,-6,-1,1%,1.5,-40%[inhibitor],-6%,1%
Cc1cc2c(N=O)c(NO)ccc2[nH]1,i,2,-5,-4%,-1.5,-10%,-4%,-8%
CCN1CCN(C(=S)Nc2cc(C(=O)OC)ccc2C(=O)OC)CC1,i,4,1,-5%,1.2,i,0%,-2%
CC1(C)NC(=O)N(CC(=O)N2CCN(S(=O)(=O)c3ccccc3C(F)(F)F)CC2)C1=O,i,-5,?,1%,-1.2,i,-4%,1%
O=C1CSC(=S)N1Nc1ccccc1,i,-2,-30,4%,-34*,i,4%,nt
CC[C@H](C)[C@@H](COC=O)NC(=O)[C@H]1O[C@@H](n2ccc(N)nc2=O)[C@H](O)[C@@H]1O,i,-14,0,11%,0.7,-8%,5%,nt
CCc1cc(C(=O)N2CCN(C(=O)c3ccco3)CC2)sc1C,i,5,5,-5%,-3.0,i,-3%,-7%
COc1ccc(NS(=O)(=O)c2cccc(C(=O)N/N=C(\C)c3ccncc3)c2)cc1,i,6,0,-3%,1.2,-15%,-2%,1%
O=[N+]([O-])c1ccc(S(=O)(=O)N2CCN(Cc3c[nH]c4ccccc34)CC2)cc1,i,-2,-27,16%,-1.6,-47%[inhibitor][57.5 µM],-11%,0%
COc1cccc(C(=O)N2CCC(N3CC(C)OC(C)C3)CC2)c1 (configuration not stated),i,-2,-12,9%,-0.5,i,12%,1%
Cc1cccc2c(SCC(N)=O)nc(-c3ccccc3)nc12,i,0,-1,2%,1.1,-5%,-4%,-2%
Cn1nc(C(=O)OCC(=O)c2ccccc2)c2ccccc2c1=O,i,-1,10,7%,0.0,i,15%,-2%
CC(=O)c1ccc(S(=O)(=O)Nc2ccc(C(=O)NC3CC3)cc2)cc1,i,-15,-5,-4%,-0.5,-18%,-5%,-2%
CCCSc1cc(Cl)nc(N)n1,i,-4,4,0%,0.5,i,9%,1%
Cc1cc(=O)[nH]c(SC/C=C/c2ccccc2)n1,i,6,17,-7%,-0.6,-2%[57.5 µM],10%,1%
CN(C)S(=O)(=O)c1cc(NC(=O)[C@H](Cc2ccccc2)N2C(=O)c3ccccc3C2=O)ccc1Cl,i,-8,-13,6%,-0.8,-24%,0%,-6%
Fc1ccc(-c2cnn3c(-c4ccncc4)ccnc23)cc1,i,12,0,-5%,0.9,-28%,0%,-2%
CCC(C)NS(=O)(=O)c1ccc(-c2csnn2)s1 (configuration not stated),i,-1,-10,-2%,-2.3,i,0%,0%
CCOC(=O)C1CCN(C(=O)CCc2nnc3ccc(N4CCN(C)CC4)nn23)CC1,i,0,14,-5%,0.5,-16%,5%,0%
CN1CCN(NC(=O)Nc2ccc(Br)cc2)CC1,i,0,9,14%,-2.7,-63%,-4%,4%
CN1C(=O)[C@H]2[C@@H](C3CC3)N3C(=O)CN(Cc4ccccn4)C(=O)[C@@]3(Cc3ccccc3)[C@H]2C1=O,i,-3,5,-2%,-0.2,-19%,-9%,-8%
O=C(Nc1ccc2ncccc2c1)c1ccccc1Cl,i,0,7,14%,1.0,i,1%[57.1 µM],4%
CC1CCCCN1C(=O)Cn1c(=O)oc2cc(S(=O)(=O)N3CCCC3)ccc21 (configuration not stated),i,2,-13,-1%,-1.7,-8%,-17%,2%
Cn1c(=O)c2c(nc(CN3CCN(c4ccccc4)CC3)n2CCc2ccccc2)n(C)c1=O,i,8,-7,12%,-1.0,19%[57.5 µM],-2%,nt
CCCN(CC(=O)Nc1ccc(C(N)=O)cc1)CC(=O)Nc1ccc(Cl)cc1Cl,i,-10,-3,1%,-1.3,i,6%,0%

# A different layout for 2 compounds above.
CCc1noc(C)c1C(=O)Nc1cccc(S(=O)(=O)N(C)c2ccccc2)c1
  pAkt inh = i
  D3 ag = -14
  D3 antag = ?
  EPAC2 ag = 10%
  CCT chaperon mod = -0.2
  PTHR1 agonist = -48%[inhibitor]
  EPAC2 antagonist = -9%
  Mm-Cpn inhibitor = -3%

O=C(NCCCn1ccnc1)/C(=C/c1ccc(Cl)cc1)NC(=O)c1ccccc1
  pAkt inh = i
  D3 ag = -10
  D3 antag = 3
  EPAC2 ag = -3%
  CCT chaperon mod = -2.6
  PTHR1 agonist = i
  EPAC2 antagonist = 0%
  Mm-Cpn inhibitor = 1%
